# High-throughput results deposited in PubChem by Sanford-Burnham Center for Chemical Genomics.
# SENP8 block-1 = SENP8 protease inhibitors, primary screen, biochemical, luminescence; Sentrin-specific protease 8 (Homo sapiens), Q96LD8; purified SENP8, Z-RLRGG-aminoluciferin cleavage; inhibition, % at 10 µM; 330,000 tested, 1.2% active; AID 2540, 2010; in the data active = inhibition above about 50%
# SENP6 inh = SENP6 protease inhibitors, primary screen, biochemical, luminescence, uHTS. 330,000 tested, 1.8% active. inhibition, % at 10 µM. Recombinant SENP6 catalytic domain, aminoluciferin luminescence;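 active = inhibition above about 50% at the single tested dose, limit read from the data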;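 also: plate controls were DMSO wells with enzyme for no effect and DMSO wells lacking enzyme for full effect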
# PfG6PD inh = PfG6PD enzyme inhibitors, primary screen, biochemical, fluorescence intensity, uHTS. PfGluPho enzyme, NADPH resazurin-diaphorase fluorescence. inhibition, % at 20 µM. 350,000 tested, 0.78% active. AID 504690, 2011;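 active = inhibition reaching at least a set limit at 20 µM in the primary screen, cut at about 59% in these data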;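 also: 0% = DMSO wells with substrate and 100% = DMSO wells lacking glucose-6-phosphate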
# NALP3 yeast inh = NALP3 inflammasome inhibitors in reconstituted yeast, primary screen, luminescence, uHTS | Yeast reconstituted NLRP3/ASC/caspase-1, beta-gal luminescence, 24 h | inhibition, % at 10 µM | 330,000 tested, 0.39% active | AID 2825, 2010;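 active = inhibition of 50% or more; inactive = inhibition below 50%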;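 also: plate controls were induced DMSO wells for no effect and uninduced yeast grown without galactose for full effect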
# Apaf1 inhib = inhibitors of human Apaf-1 apoptosome, primary screen, biochemical, DEVD-Rh110 fluorescence, uHTS | AID 489030, 2010 | reconstituted apoptosome caspase-3 activity | inhibition, % at 20 µM | Apoptotic protease-activating factor 1 (Homo sapiens), O14727 | 330,000 tested, 0.71% active; active = inhibition of at least 40% at 20 µM;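 also: plate controls were DMSO wells for no effect and DEVD-CHO caspase inhibitor wells for full effect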
#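 System: Apoptosome proteins | Medium: Hepes pH 7.5 with detergent and BSA | Also added: Cytochrome c trigger plus (Z-DEVD)2-Rh110 caspase-3 substrate | Incubation: 30 min compound preincubation, 50 min activation, room temperature | Detection: Rhodamine 110 fluorescence at Ex 480/Em 540 nm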
# SENP7 block = SENP7 protease inhibitors, primary screen, biochemical, luminescence, uHTS. inhibition, % at 5 µM. 330,000 tested, 1.5% active. AID 434973, 2010. recombinant SENP7, Z-RLRGG-aminoluciferin luminescence, 40 min;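 active = inhibition above about 50% at the single test dose, limit read from the data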;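 also: plate controls were DMSO with enzyme for no effect and no enzyme buffer wells for full effect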
# HKDC1 inh = HKDC1 hexokinase inhibitors, primary screen, biochemical, fluorescence, uHTS; 340,000 tested, 0.16% active; Q2TB90; recombinant HKDC1, G6PDH/diaphorase resazurin coupled fluorescence; inhibition, % at 20 µM;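 active = inhibition above about 35% when tested at 20 µM, limit read from the data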;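 also: plate controls were DMSO wells with enzyme for no effect and DMSO wells lacking enzyme for full effect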
# Target sequence (Q2TB90 whole entry, looked up): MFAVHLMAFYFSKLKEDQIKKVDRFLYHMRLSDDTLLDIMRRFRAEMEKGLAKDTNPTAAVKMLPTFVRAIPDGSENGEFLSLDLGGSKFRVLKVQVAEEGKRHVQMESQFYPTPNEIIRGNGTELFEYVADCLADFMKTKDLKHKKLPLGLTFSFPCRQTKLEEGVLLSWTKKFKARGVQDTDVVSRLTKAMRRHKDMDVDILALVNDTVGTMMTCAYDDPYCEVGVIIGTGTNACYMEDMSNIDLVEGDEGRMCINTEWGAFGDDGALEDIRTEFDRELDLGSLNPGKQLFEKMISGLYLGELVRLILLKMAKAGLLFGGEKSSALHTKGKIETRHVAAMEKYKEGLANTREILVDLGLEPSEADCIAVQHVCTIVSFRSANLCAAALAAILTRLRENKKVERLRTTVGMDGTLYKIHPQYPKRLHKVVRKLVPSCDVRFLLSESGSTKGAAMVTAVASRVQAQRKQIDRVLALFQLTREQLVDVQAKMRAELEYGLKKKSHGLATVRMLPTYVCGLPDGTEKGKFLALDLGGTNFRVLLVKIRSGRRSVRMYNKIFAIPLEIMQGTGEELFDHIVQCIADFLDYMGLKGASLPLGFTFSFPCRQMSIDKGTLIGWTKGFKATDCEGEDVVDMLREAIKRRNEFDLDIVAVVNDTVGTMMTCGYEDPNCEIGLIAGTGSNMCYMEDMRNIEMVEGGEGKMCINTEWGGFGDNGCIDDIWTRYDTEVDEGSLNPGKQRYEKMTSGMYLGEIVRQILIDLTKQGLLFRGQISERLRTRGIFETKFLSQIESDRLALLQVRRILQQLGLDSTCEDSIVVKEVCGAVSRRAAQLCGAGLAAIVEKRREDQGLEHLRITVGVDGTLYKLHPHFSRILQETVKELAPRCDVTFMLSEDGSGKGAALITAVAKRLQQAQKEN
#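 System: Recombinant HKDC1 hexokinase | Amount: HKDC1 at 5 µg/mL | Reagent: Glucose with 1 mM ATP | Doses: Single 20 µM dose | Incubation: Reaction time 90 min, room temperature, protected from light | Signal: Coupled resazurin fluorescence, excitation 525 nm, emission 613 nm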
# SENP1 inh = human SENP1 catalytic domain inhibitors, primary screen, biochemical, FRET, uHTS; recombinant SENP1 catalytic domain, CyPet-SUMO1-YPet FRET cleavage; inhibition, % at 10 µM; 360,000 tested, 0.21% active; AID 624204, 2012;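 active = inhibition at least 30% at 10 µM, raw YFP signal under a set limit, fluorescence ratio 0.5 to 1.5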;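 also: 0% = enzyme with DMSO and 100% = no enzyme wells; some results filed as inactive read as strong as hits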
#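 Assay system: hSENP1 catalytic domain, recombinant. Amount: SENP1 enzyme, 20 pM final. Schedule: 50 min reaction, RT, dark. Technique: FRET, CFP and YFP emission. Control set: no-enzyme wells low, DMSO-plus-enzyme wells high control.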
# SENP8 block-2 = human SENP8 protease inhibitors, primary screen, biochemical, fluorescence, Nedd8 protein substrate, uHTS | inhibition, % at 20 µM | Sentrin-specific protease 8 (Homo sapiens), Q96LD8 | AID 602440, 2012 | 360,000 tested, 0.64% active | recombinant SENP8; in the data active = inhibition mostly above about 40%, no sharp cut-off; inactive = mostly below about 27%
# The depositor's hits bear a star; . = no result given.
Compound	Apaf1 inhib	HKDC1 inh	SENP8 block-1	SENP8 block-2	NALP3 yeast inh	SENP6 inh	SENP1 inh	PfG6PD inh	SENP7 block
CCc1ccc(NC(=O)CCc2nc3sc4c(c3c(=O)[nH]2)CCCC4)cc1	10	-3	13	-46	14	1	-36	-6	-3
COC(=O)C1=CN(Cc2ccc(F)cc2)C=C(C(=O)OC)C1c1ccc(O)c(OC)c1	-5	3	5	-308	12	10	-7	-5	-2
CCOC(=O)c1sc(NCC2CCCO2)nc1C (stereo not drawn)	-11	1	-4	6	6	-9	2	-2	-6
COc1cccc(C(=O)Nc2cc(OC)ccc2NC(=O)c2ccco2)c1	-3	4	-2	14	-6	0	1	2	0
CCOC(=O)N1CCC(=NNC(=O)Cn2ccc(C(F)(F)F)n2)CC1	-14	-19	6	14	11	5	1	-4	0
O=c1[nH]c(CCl)nc2cc(-c3ccc(Cl)cc3)sc12	25	15	91*	-26	2	95*	1	-13	63*
Cc1cc(C(=O)N2CC=C(c3ccccc3)CC2)c2ccccc2n1	1	0	-8	12	26	2	-7	-4	3
Cc1cccc(OCC2Cn3c(nc4c3c(=O)[nH]c(=O)n4C)O2)c1 (stereo not drawn)	-5	-2	7	1	4	0	-1	-5	-5
CC(C)NC(=O)CN(C(=O)CCC(=O)Nc1ccccn1)c1ccc(F)c(Cl)c1	-5	-3	14	2	10	9	0	-15	1
O=C(OCC1COc2ccccc2O1)c1c(F)cccc1F (stereo not drawn)	11	-1	-7	10	38	-2	4	-1	83*
COc1ccc(NC(=O)c2cccc3c2C(=O)c2ccc(-c4ccc(F)cc4OCc4ccccc4)cc2S3(=O)=O)cc1	2	0	3	15	2	-5	-1	-8	5
O=C(CN1C(=O)NC2(CCc3ccccc32)C1=O)Nc1ccccc1OC(F)F (stereo not drawn)	0	-1	-5	1	2	11	1	10	8
COc1ccc(-c2nnn(CC(=O)N(CCCO)C(C(=O)NC3CCCC3)c3ccncc3)n2)cc1 (stereo not drawn)	-6	2	-7	23	12	-9	-2	-5	-5
CC1(C)C(=O)Nc2ccccc2N1C(=O)COc1ccc(S(=O)(=O)N2CCOCC2)cc1Cl	-6	-4	-4	4	3	-12	0	3	-5
CC(=O)c1ccc(OCCCC(=O)NCC(c2ccco2)N(C)C)cc1 (stereo not drawn)	-6	-5	7	-16	-6	-3	-8	-3	-3
COCc1c(C)cc(C)c(/C=N/O)c1C	6	1	8	47*	12	5	-1	4	0
COc1ccc(NCc2nnc(SCC(=O)Nc3nc(-c4ccccc4)cs3)n2-c2ccccc2)cc1	16	-8	-11	31	1	-2	-2	-6	-7
CNC(=O)NC(=O)Cn1cnc2sc(-c3ccccc3)cc2c1=O	-5	-4	-5	-35	10	-12	3	-14	-2
Cc1nc(NC(=O)CSC2=NCCS2)sc1C(=O)N(C)C	0	-3	6	-2	4	-12	0	0	-4
COc1cc(NC(=O)c2ccco2)c(C(=O)O)cc1OC	-3	5	5	-6	-16	1	-1	-14	0
CC(C)[C@H](NC(=O)C1CCC(CNC(=O)[C@@H]2CCCN2C(=O)OC(C)(C)C)CC1)C(=O)O (stereo partly drawn)	-2	-1	6	24	4	1	3	-11	3
Cc1ccc(NC(=O)NCC2CC2(Cl)Cl)cc1 (stereo not drawn)	6	-3	-7	18	23	-26	1	8	2
CCC(CC)C(=O)NCCc1ccc(OC)cc1	-10	-7	-3	22	12	-7	2	-2	5
O=C(NC(CO)Cc1ccc([N+](=O)[O-])cc1)C(Cl)Cl (stereo not drawn)	-1	-3	-2	-4	7	-3	2	-18	-2
Cc1ccc(S(=O)(=O)NC2CCCCC2)cc1	0	-3	-3	3	23	8	-2	26	8

# Marked active in SENP6 inh (from the list above):
SMILES,HKDC1 inh,NALP3 yeast inh,SENP6 inh,SENP1 inh,PfG6PD inh,SENP7 block
O=c1[nH]c(CCl)nc2cc(-c3ccc(Cl)cc3)sc12,15,2,95*,1,-13,63*

# Additional records follow:
Compound	Apaf1 inhib	HKDC1 inh	SENP8 block-1	SENP8 block-2	NALP3 yeast inh	SENP6 inh	SENP1 inh	PfG6PD inh	SENP7 block
CCc1cccc(NC(=S)Nc2cccc3ccccc23)c1	79*	7	43	-392	6	78*	-12	29	27
Cc1ccc(S(=O)(=O)N(C)C)cc1NC(=O)Cn1c(CN2CCOCC2)nc2ccccc2c1=O	-10	1	-3	16	16	-31	1	-12	-4
O=C(COc1ccccc1N1C(=O)C2C3C=CC(C3)C2C1=O)c1ccccc1 (stereo not drawn)	-13	-3	-6	16	-3	-2	-1	0	1
CC(C)CCN1CCN(Cc2nc3ccccc3s2)CC1CCO (stereo not drawn)	-15	-9	1	35	2	-6	4	-9	7
CCOc1ncccc1C(=O)OCC(=O)c1c[nH]c2ccccc12	21	1	-9	-10	13	-12	0	-6	3
O=C(CSc1nc2c(cnn2-c2ccccc2)c(=O)[nH]1)N1CCOCC1	11	-3	-7	7	-14	-18	-5	5	-9
COC(=O)c1cc(OC)c(OC)cc1NC(=O)CN1C(=O)c2ccccc2C1=O	5	-7	-5	6	21	-21	-1	0	-9
O=C(CN1CCN(c2ccccc2F)CC1)c1ccc(O)c(O)c1	-2	-4	-4	31	11	-3	-2	-15	-5
COC(CNC(=S)Nc1ccc([N+](=O)[O-])cc1)OC	-58	-9	-5	5	15	3	2	-16	1
C=C1CCN([C@@H](Cc2ccccc2)C(=O)NCCCc2ccccc2)S(=O)(=O)c2ccccc21	20	5	2	10	0	-18	-2	8	5
Cc1cc(N2CCN(c3ccccn3)CC2)n2nc(C)nc2n1	-4	1	-4	17	-3	-8	1	-11	-6
CCc1ccc2[nH]c(=O)c(CN(Cc3ccccc3OC)C(=O)Nc3ccccc3OC)cc2c1	24	-3	-1	-16	5	0	2	3	3
Cc1ccc(N2C(=O)NC(NS(=O)(=O)c3ccc(C)cc3)(C(F)(F)F)C2=O)cc1 (stereo not drawn)	3	-6	-4	7	13	-15	2	-10	5
CCc1cc(C(=O)N2CCN(c3ccccc3OC)CC2)sc1C	18	-2	-1	13	1	-12	-3	6	-2
CCCCc1cc(=O)oc2cc(OCC(=O)N3CCOCC3)ccc12	-4	-2	2	-186	16	-22	0	-8	5
CC(C)CNS(=O)(=O)c1ccc(S(=O)(=O)N2CCC3(CC2)OCCO3)cc1	30	-5	-6	13	11	-11	2	-17	4
Cn1c(=O)c2[nH]c(=S)n(Cc3ccccc3)c2n(C)c1=O	.	-4	.	-1	.	.	1	51	.
CC(C)Nc1nc(Cl)nc(Nc2ccccc2)n1	-7	2	-16	19	13	-10	-1	0	10
COCC(C)n1c(SCC(=O)N2CCCCC2)nc2ccccc2c1=O (stereo not drawn)	2	0	2	24	9	-7	4	6	5
CCC(C)NC(=O)Nc1ccccc1C (stereo not drawn)	-15	4	-2	21	7	-12	2	-13	-2
CCSc1nnc(-c2ccc(S(=O)(=O)NCc3cccs3)cc2)o1	5	4	-4	-3	35	-20	2	-1	-2
COc1ccc(C(=O)NCC(=O)NC2=NCCS2)cc1	-1	-3	1	1	6	0	0	-8	2
CCn1c(SCC(=O)NC2CC2)nnc1-c1cccc(OC)c1	-6	-3	-7	7	5	5	0	-16	-8
O=C1C2CCCN2C(c2ccc(Cl)cc2)N1c1nccs1 (stereo not drawn)	6	-4	-1	8	5	13	-6	6	-3
CCC1C(=O)NCCN1C(=O)c1cc(COc2cc(C)ccc2C)on1 (stereo not drawn)	-1	-2	-1	1	11	9	0	8	4

# As entered above.
# CCc1ccc2[nH]c(=O)c(CN(Cc3ccccc3OC)C(=O)Nc3ccccc3OC)cc2c1 – SENP8 block-2: -16
# COc1ccc(C(=O)NCC(=O)NC2=NCCS2)cc1 – SENP7 block: 2
# CCC1C(=O)NCCN1C(=O)c1cc(COc2cc(C)ccc2C)on1 (stereo not drawn) – SENP8 block-1: -1
# Cc1cc(N2CCN(c3ccccn3)CC2)n2nc(C)nc2n1 – HKDC1 inh: 1
# CCOc1ncccc1C(=O)OCC(=O)c1c[nH]c2ccccc12 – SENP7 block: 3

# (list continues)
Compound	Apaf1 inhib	HKDC1 inh	SENP8 block-1	SENP8 block-2	NALP3 yeast inh	SENP6 inh	SENP1 inh	PfG6PD inh	SENP7 block
O=C(NC1CCCCC1)C(c1cccs1)N(CCCN1CCOCC1)C(=O)c1ccc(-c2ccccc2)[nH]1 (stereo not drawn)	-28	-7	2	0	16	-6	-3	8	8
O=C(Nc1ccccc1C(F)(F)F)c1cnccn1	-3	-8	6	4	-4	3	1	-21	-2
Cc1nn2c(-c3ccc(Cl)cc3Cl)nnc2s1	-6	-3	3	9	17	5	4	-18	3
CCC(=O)Nc1ccc2c(c1)nc(CN1CCCCC1)n2C	-3	-8	-12	-33	13	-8	0	-4	-8
Cc1ccc(CCN2CC(C(=O)NCCCN3CCCCC3)CC2=O)cc1 (stereo not drawn)	4	-1	4	6	1	-1	2	-15	-5
Cc1ccc(-c2nn(-c3ccccc3Cl)cc2C(=O)NCC2CCCO2)cc1 (stereo not drawn)	11	-1	5	2	11	-18	2	-4	5
COc1ccc(C2=NN(C(=O)c3cccs3)C(c3ccccc3OC)C2)cc1OC (stereo not drawn)	12	1	-1	-215	2	-14	1	14	-1
CCn1cc(/C=C(\NC(=O)c2ccc(OC)c(OC)c2)C(=O)N2CCOCC2)c2ccccc21	12	-12	1	-22	3	3	-6	1	0
CC(=C\c1ccccc1)/C=C1/SC(=S)N(CCC(=O)O)C1=O	7	7	89*	17	-4	91*	-4	-8	2
CCOC(=O)C1(CCOc2ccccc2)CCN(Cc2ccc(F)c(OC)c2)CC1	6	-3	0	10	27	-22	1	5	4
O=C(Nc1ccccc1Cl)C1CC(=O)N(Cc2ccco2)C1 (stereo not drawn)	-10	-2	-5	7	12	9	1	-10	6
CCN(CC)CCOC(=O)C1(c2ccc([N+](=O)[O-])cc2)CCCC1	1	4	-2	10	14	2	0	1	1
Cn1c(=O)oc2cc(S(=O)(=O)NCc3ccccc3)ccc21	-21	-5	0	6	14	-22	4	2	-4
Cn1cccc1-c1nc2ccc([N+](=O)[O-])cc2[nH]1	18	3	46	-10	8	62*	9	27	58*
Cc1sc2nc3n(c(=O)c2c1C)CCCS3	8	6	-15	3	14	-25	0	-16	5

# Rows are unselected; 4.1% or so of the library scored in one or more.
